Screening data: PubChem, several laboratories
MEKK3 PB1 HTS = modulators (inhibitors or enhancers) of MEK5 binding to human MEKK3 PB1 domain. 290,000 compounds, 1.4% hits. Q99759. bead-based flow cytometry, Alexa488-MEK5 binding to MEKK3; actives lie on both sides; 0 = blocked by unlabeled MEK5, 100 = vehicle. binding response (% of control), % at 10 µM;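 active = binding response more than 3 SD above or below the average of its plate-row segment, actives on both sides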;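 note: Alexa488 bead fluorescence after subtracting the streptavidin-only scavenger bead signal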
NALP1 inh = inhibitors of NALP1 inflammasome in yeast. S. cerevisiae NALP1/ASC/caspase-1 growth, X-gal OD620, 72 h. inhibition, % at 10 µM. 280,000 compounds, 0.61% hits. AID 2071; in the data active = inhibition mostly above about 24%, no sharp cut-off; inactive = mostly below about 32%; note: some compounds called inactive have numbers as strong as hits
OXTR agonist = activates the human oxytocin receptor. P30559. CHO-OTR cells, Fluo-8 calcium fluorescence; normalized: DMSO 0%, oxytocin 100%. activation, % at 3 µM. 320,000 compounds, 0.32% hits. AID 2435;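 active = activation above the mean of all tested compounds plus 3 SD, cutoff set per screening run, cut at about 20% in these data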;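 note: peak over basal fluorescence ratio from a 100 s FLIPR kinetic read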
V1R ag counter = counter-screen for oxytocin receptor agonists: human V1a receptor agonists; activation, % at 3 µM; AID 2797; 320,000 compounds, 0.25% hits; CHO-V1R cells, Fluo-8 calcium fluorescence, agonist mode; 0% DMSO, 100% 3 nM vasopressin; P37288;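 active = activation above the mean activation of all tested compounds plus 3 SD, per screening run, cut at about 20% in these data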;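 note: signal is peak over basal fluorescence ratio across a 100 second FLIPR read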
Target sequence (P37288 whole entry, looked up): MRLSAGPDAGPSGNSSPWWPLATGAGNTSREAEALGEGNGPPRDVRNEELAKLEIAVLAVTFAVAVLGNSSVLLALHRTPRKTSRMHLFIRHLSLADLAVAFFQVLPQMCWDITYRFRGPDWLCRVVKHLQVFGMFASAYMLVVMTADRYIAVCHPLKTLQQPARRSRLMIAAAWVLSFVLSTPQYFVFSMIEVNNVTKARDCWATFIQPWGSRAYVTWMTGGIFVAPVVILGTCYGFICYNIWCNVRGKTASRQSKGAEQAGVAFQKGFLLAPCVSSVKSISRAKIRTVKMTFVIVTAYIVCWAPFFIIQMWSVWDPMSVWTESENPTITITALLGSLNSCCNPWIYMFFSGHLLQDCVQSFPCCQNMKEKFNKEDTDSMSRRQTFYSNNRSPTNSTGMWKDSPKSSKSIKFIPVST
GPR7 antag = blocks human GPR7 receptor signaling | GPR7-expressing cells, fluorescence antagonist assay | inhibition, % at 4.4 µM | 290,000 compounds, 1.1% hits; in the data active = inhibition above about 16%, passing the limit was not always enough;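 note: cells stimulated with the agonist NPW; 0% = agonist with vehicle and 100% = vehicle without agonist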
Target sequence (P48145 whole entry, looked up): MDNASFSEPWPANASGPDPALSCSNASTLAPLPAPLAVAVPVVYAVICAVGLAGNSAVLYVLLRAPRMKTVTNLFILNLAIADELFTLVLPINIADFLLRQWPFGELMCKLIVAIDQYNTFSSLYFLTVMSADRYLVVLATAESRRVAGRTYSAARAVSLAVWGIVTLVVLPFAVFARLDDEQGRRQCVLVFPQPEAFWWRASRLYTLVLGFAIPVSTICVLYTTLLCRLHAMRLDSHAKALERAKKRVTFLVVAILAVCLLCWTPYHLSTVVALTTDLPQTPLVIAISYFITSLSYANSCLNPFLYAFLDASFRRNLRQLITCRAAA
MEKK2 mut-MEK5 = signal of MEK5 binding to mutant human MEKK2 PB1 domain; bead flow cytometry, Alexa488-MEK5 binding to MEKK2 mutant; percent response, % at 10 µM; AID 1530; 290,000 compounds, 0.35% hits; in the data active = percent response above about 24%, passing the limit was not always enough; note: inactives centre near 1; some results filed as inactive read as strong as hits; reference of the scale not given here
MEKK2wt PB1 HTS = raises or lowers MEK5 binding to wildtype human MEKK2 PB1 domain; Q9Y2U5; bead flow cytometry, Alexa488-MEK5 binding to MEKK2 WT; actives lie on both sides; binding response (% of control), % at 10 µM; 290,000 compounds, 1.1% hits; AID 1531; in the data active = binding response below about 67% or above about 130%
GalR3 antagonist = antagonists of human GalR3; 360,000 compounds, 0.44% hits; inhibition, % at 3 µM; O60755; HEK293 GalR3-CNG cAMP membrane potential fluorescence; galR3 body fused to GalR1 C-terminus;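 active = inhibition above the screen-wide average plus 3 SD, cut at about 13% in these data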;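 note: forskolin and galanin both at EC90 stimulate the cells; cAMP rise reported by CNG channel membrane potential dye signal; 0% = forskolin plus galanin with DMSO and 100% = forskolin alone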
Target sequence (O60755 1-299 limits assumed): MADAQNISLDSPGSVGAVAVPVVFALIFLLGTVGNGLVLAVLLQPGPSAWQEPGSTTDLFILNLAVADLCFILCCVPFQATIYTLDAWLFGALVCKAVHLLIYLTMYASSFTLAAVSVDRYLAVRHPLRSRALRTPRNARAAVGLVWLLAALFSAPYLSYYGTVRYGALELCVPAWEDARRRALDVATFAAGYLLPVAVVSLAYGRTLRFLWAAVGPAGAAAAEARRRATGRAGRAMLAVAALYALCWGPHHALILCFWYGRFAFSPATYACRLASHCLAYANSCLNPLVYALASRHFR
PHOSPHO1 block = blocks human PHOSPHO1 phosphatase activity | inhibition, % at 13.3 µM | recombinant PHOSPHO1, absorbance phosphatase assay | 290,000 compounds, 1.1% hits | Q8TCT1; in the data active = inhibition above about 60%
* = called active by the depositor. No enrichment for hits. About 5.4% of those tested had a hit in this group.

CC(C)c1cc(C(N)=O)c(NC(=O)c2cccc(COc3ccc(Cl)cc3)c2)s1 was read as NALP1 inh 2, OXTR agonist 0.2, V1R ag counter 1.6, GPR7 antag -10, GalR3 antagonist 1 and PHOSPHO1 block -29.
For CC(C)CNC(=O)[C@H](Cc1ccccc1)NC(=O)c1cccs1 the results were MEKK3 PB1 HTS 96, NALP1 inh -3, OXTR agonist 1.7, V1R ag counter 1.2, GPR7 antag 12, MEKK2 mut-MEK5 -5, MEKK2wt PB1 HTS 91, GalR3 antagonist -11 and PHOSPHO1 block 30.
COc1cccc(CNCc2cc(OC)cc(OC)c2)c1 was read as MEKK3 PB1 HTS 105, NALP1 inh 10, OXTR agonist 2.5, V1R ag counter 1.1, GPR7 antag -14, MEKK2 mut-MEK5 6, MEKK2wt PB1 HTS 115, GalR3 antagonist 0 and PHOSPHO1 block 18.
For COC(=O)/C=C1/SC(=NC(=O)c2ccccc2)NC1=O the results were MEKK3 PB1 HTS 98, NALP1 inh 20, OXTR agonist 0.3, V1R ag counter 1.0, GPR7 antag -3, MEKK2 mut-MEK5 3, MEKK2wt PB1 HTS 103, GalR3 antagonist 5 and PHOSPHO1 block 1.
COc1cccc(N=Cc2c[nH][nH]c2=O)c1 was read as MEKK3 PB1 HTS 103, NALP1 inh -2, OXTR agonist -0.6, V1R ag counter 0.4, GPR7 antag -4, MEKK2 mut-MEK5 5, MEKK2wt PB1 HTS 105, GalR3 antagonist -3 and PHOSPHO1 block 2.
`COc1ccccc1-c1cc(C(=O)NCCc2ccccc2)no1` gave MEKK3 PB1 HTS 95, NALP1 inh 36, OXTR agonist -1.8, V1R ag counter -0.5, GPR7 antag 11, MEKK2 mut-MEK5 -8, MEKK2wt PB1 HTS 93, GalR3 antagonist -8 and PHOSPHO1 block -14.
Screening Cc1cccc(-n2c(SCC(=O)N3CCC(C(=O)O)CC3)nc3ccccc3c2=O)c1C returned MEKK3 PB1 HTS 103, NALP1 inh 8, OXTR agonist -0.7, V1R ag counter -0.6, GPR7 antag -5, MEKK2 mut-MEK5 0, MEKK2wt PB1 HTS 99, GalR3 antagonist -6 and PHOSPHO1 block 14.
For O=C1C=CC(=O)N1Cc1ccccc1 the results were MEKK3 PB1 HTS 101, NALP1 inh 5, OXTR agonist 1.1, V1R ag counter 0.2, GPR7 antag -18, MEKK2 mut-MEK5 8, MEKK2wt PB1 HTS 106 and PHOSPHO1 block 10.
Screening CCN(CCNC(=O)c1ccc(CSc2nc3ccncc3[nH]2)cc1)c1ccccc1 returned MEKK3 PB1 HTS 101, NALP1 inh 11, OXTR agonist -0.1, V1R ag counter 0.7, GPR7 antag 2, MEKK2 mut-MEK5 -6, MEKK2wt PB1 HTS 92, GalR3 antagonist 6 and PHOSPHO1 block -21.
For CCn1c(SCC(=O)O)nnc1-c1ccc2[nH]c(C)c(C)c2c1 the results were MEKK3 PB1 HTS 99, NALP1 inh 9, OXTR agonist 0.8, V1R ag counter 1.6, GPR7 antag -13, MEKK2 mut-MEK5 -1, MEKK2wt PB1 HTS 99, GalR3 antagonist -1 and PHOSPHO1 block -11.
CC(C)(C)c1ccc(-c2nc(-c3ccncc3)no2)cc1 was read as MEKK3 PB1 HTS 84, NALP1 inh 3, OXTR agonist -0.7, V1R ag counter 0.1, GPR7 antag -21, MEKK2 mut-MEK5 -3, MEKK2wt PB1 HTS 96, GalR3 antagonist -8 and PHOSPHO1 block -10.
Screening CC(=O)Nc1cccc(Oc2cc(C#N)c(C#N)cc2N2CCCCCC2)c1 returned MEKK3 PB1 HTS 105, NALP1 inh 10, OXTR agonist 0.8, V1R ag counter 0.8, GPR7 antag -17, MEKK2 mut-MEK5 7, MEKK2wt PB1 HTS 104, GalR3 antagonist 0 and PHOSPHO1 block 16.
`CCCCn1c(/N=C/c2ccc(N(C)C)cc2)nc2ccccc21` gave MEKK3 PB1 HTS 98, NALP1 inh 5, OXTR agonist 1.1, V1R ag counter 1.8, GPR7 antag 0, MEKK2 mut-MEK5 3, MEKK2wt PB1 HTS 98, GalR3 antagonist -1 and PHOSPHO1 block 14.
For COC(=O)c1c(NC(=O)c2ccco2)sc(C(=O)N2CCCC2)c1C the results were MEKK3 PB1 HTS 67, NALP1 inh -7, OXTR agonist -1.2, V1R ag counter -0.6, GPR7 antag -16, MEKK2 mut-MEK5 -10, MEKK2wt PB1 HTS 68, GalR3 antagonist -1 and PHOSPHO1 block -18.
Screening COc1cc(OC)c(NC(=O)c2cc(S(=O)(=O)N3CCOCC3)cn2C)cc1Cl returned MEKK3 PB1 HTS 99, NALP1 inh 16, OXTR agonist -0.1, V1R ag counter 0.4, GPR7 antag 2, MEKK2 mut-MEK5 2, MEKK2wt PB1 HTS 99 and PHOSPHO1 block 28.
`CCOC(=O)C1CCCN(C2=NC(=O)/C(=C/c3ccc(OC)c(OC)c3)S2)C1` (configuration not stated) gave MEKK3 PB1 HTS 105, NALP1 inh 7, OXTR agonist 0.2, V1R ag counter 0.0, GPR7 antag -8, MEKK2 mut-MEK5 3, MEKK2wt PB1 HTS 105, GalR3 antagonist -4 and PHOSPHO1 block 37.
Screening COc1cc(NC(=O)c2cccs2)c(C(=O)OCC(=O)NCc2ccco2)cc1OC returned MEKK3 PB1 HTS 105, NALP1 inh 12, OXTR agonist -2.1, V1R ag counter -0.4, GPR7 antag -14, MEKK2 mut-MEK5 12, MEKK2wt PB1 HTS 102, GalR3 antagonist -2 and PHOSPHO1 block 20.
Screening O=C(Nc1ccc(OC(F)(F)F)cc1)c1cnc2n(c1=O)CCS2 returned MEKK3 PB1 HTS 110, OXTR agonist 6.7, V1R ag counter 8.2, MEKK2 mut-MEK5 11, MEKK2wt PB1 HTS 107, GalR3 antagonist 3 and PHOSPHO1 block 12.
Screening COC(=O)c1ccc(C(c2c(C)n(C)n(-c3ccccc3)c2=O)c2c(C)n(C)n(-c3ccccc3)c2=O)cc1 returned MEKK3 PB1 HTS 100, NALP1 inh -6, OXTR agonist 1.2, V1R ag counter 0.4, GPR7 antag -6, MEKK2 mut-MEK5 0, MEKK2wt PB1 HTS 103, GalR3 antagonist 6 and PHOSPHO1 block 34.
S=C(c1ccc(OCc2ccccc2)cc1)N1CCCC1 was read as MEKK3 PB1 HTS 98, NALP1 inh 0, OXTR agonist -2.1, V1R ag counter 0.8, GPR7 antag 9, MEKK2 mut-MEK5 4, MEKK2wt PB1 HTS 96, GalR3 antagonist -8 and PHOSPHO1 block 23.
`Cc1ccc(N2C(=O)N(CC(=O)c3cc(C)ccc3C)C(=O)C2C)cc1` (configuration not stated) gave MEKK3 PB1 HTS 99, NALP1 inh 35, OXTR agonist -1.0, V1R ag counter 0.9, GPR7 antag -7, MEKK2 mut-MEK5 13, MEKK2wt PB1 HTS 115, GalR3 antagonist -9 and PHOSPHO1 block 19.
COCCn1nc2cc(C(=O)NCc3cc(C(F)(F)F)cc(C(F)(F)F)c3)ccc2c1OC was read as MEKK3 PB1 HTS 102, NALP1 inh 19, OXTR agonist -2.1, V1R ag counter -1.1, GPR7 antag -13, MEKK2 mut-MEK5 -5, MEKK2wt PB1 HTS 95, GalR3 antagonist -5 and PHOSPHO1 block 42.
`CCCC(=O)c1cc2c(cc1NC(=O)c1cccs1)OCCO2` gave MEKK3 PB1 HTS 104, NALP1 inh 27*, OXTR agonist -0.1, V1R ag counter 0.9, GPR7 antag 2, MEKK2 mut-MEK5 6, MEKK2wt PB1 HTS 106, GalR3 antagonist -3 and PHOSPHO1 block 20.
For COCCN(CCOC)S(=O)(=O)c1ccc(C(=O)Nc2nnc(CSC)o2)cc1 the results were MEKK3 PB1 HTS 106, NALP1 inh 0, OXTR agonist 0.3, V1R ag counter 0.7, GPR7 antag 0, MEKK2 mut-MEK5 -6, MEKK2wt PB1 HTS 98, GalR3 antagonist 1 and PHOSPHO1 block 49.
For Cc1ccc(S(=O)(=O)N2CCCCC2)cc1NC(=O)COC(=O)CNC(=O)c1cc(Cl)cc([N+](=O)[O-])c1 the results were MEKK3 PB1 HTS 101, NALP1 inh 32, OXTR agonist -0.5, V1R ag counter 3.4, GPR7 antag 0, MEKK2 mut-MEK5 0, MEKK2wt PB1 HTS 100, GalR3 antagonist 0 and PHOSPHO1 block 11.
O=C(COC(=O)c1cccnc1SCC(=O)NCc1ccccc1)NCc1ccccc1 was read as MEKK3 PB1 HTS 102, NALP1 inh -1, OXTR agonist -1.3, V1R ag counter 1.2, GPR7 antag 6, MEKK2 mut-MEK5 -4, MEKK2wt PB1 HTS 98, GalR3 antagonist -1 and PHOSPHO1 block -43.
For Cc1cccc(CS(=O)(=O)Cc2ccc(C(=O)NCCN3CCCCC3C)o2)c1 (configuration not stated) the results were MEKK3 PB1 HTS 94, NALP1 inh 12, OXTR agonist -0.1, V1R ag counter 1.2, GPR7 antag -2, MEKK2 mut-MEK5 4, MEKK2wt PB1 HTS 108, GalR3 antagonist 0 and PHOSPHO1 block 11.
For CCOC(=O)c1ccc(NC(=O)Cn2nnc3ccccc32)cc1 the results were MEKK3 PB1 HTS 106, NALP1 inh 19, OXTR agonist 10, V1R ag counter 8.0, GPR7 antag 5, MEKK2 mut-MEK5 5, MEKK2wt PB1 HTS 105, GalR3 antagonist 0 and PHOSPHO1 block -12.
Screening Cc1ccc(S(=O)(=O)NCC(=O)N(CC(=O)NC2CCCC2)CC2CCCO2)cc1 (configuration not stated) returned MEKK3 PB1 HTS 100, NALP1 inh 2, OXTR agonist 0.1, V1R ag counter 1.8, GPR7 antag -5, MEKK2 mut-MEK5 3, MEKK2wt PB1 HTS 100, GalR3 antagonist -8 and PHOSPHO1 block 12.
Screening O=C(O)c1cc(N2C(=O)CCC2=O)ccc1NCc1cccnc1 returned MEKK3 PB1 HTS 103, OXTR agonist 2.0, V1R ag counter 0.3, GPR7 antag -8, MEKK2 mut-MEK5 -5, MEKK2wt PB1 HTS 98, GalR3 antagonist 8 and PHOSPHO1 block 40.
`COc1cccc(C(=O)NCC2CCCN(C(=O)c3ccc(C=O)cc3)C2)c1OC` (configuration not stated) gave MEKK3 PB1 HTS 97, NALP1 inh -7, OXTR agonist -0.2, V1R ag counter 0.0, GPR7 antag 7, MEKK2 mut-MEK5 2, MEKK2wt PB1 HTS 104, GalR3 antagonist 2 and PHOSPHO1 block 9.
For O=C(NCc1ccccn1)c1cc(Br)ccc1Cl the results were MEKK3 PB1 HTS 103, NALP1 inh -13, OXTR agonist -0.8, V1R ag counter 0.5, GPR7 antag -14, MEKK2 mut-MEK5 6, MEKK2wt PB1 HTS 106, GalR3 antagonist -6 and PHOSPHO1 block 17.
COc1ccc(NC(=O)NNC(=O)c2ccc3ccccc3c2O)c(OC)c1 was read as MEKK3 PB1 HTS 102, NALP1 inh 10, OXTR agonist 0.5, V1R ag counter 0.7, GPR7 antag -13, MEKK2 mut-MEK5 9, MEKK2wt PB1 HTS 106, GalR3 antagonist -1 and PHOSPHO1 block 43.
Cc1cc(C)n(CC(C)NCc2cn[nH]c2-c2ccc(C)c(C)c2)n1 (configuration not stated) was read as MEKK3 PB1 HTS 104, NALP1 inh 14, OXTR agonist 1.6, V1R ag counter -0.4, GPR7 antag -12, MEKK2 mut-MEK5 8, MEKK2wt PB1 HTS 125, GalR3 antagonist -1 and PHOSPHO1 block -20.
